MPTP inh: blocks calcium-induced mitochondrial swelling; 1.4% of 360,000 active; isolated mouse mitochondria, Ca2+ swelling absorbance, 30 min; inhibition, % at 10 µM;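 active = inhibition of 50% or more, scaled per plate between neutral and stimulator controls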;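 note: 0% = DMSO wells given calcium and 100% = 1 mM EGTA wells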
APJ agonist: APJ receptor agonism. P35414. CHO-K1 APJ PathHunter beta-arrestin, luminescence; 0% DMSO wells, 100% apelin. activation, % at 20 µM. 0.11% of 330,000 active. AID 2520;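 active = activation more than six SD over the plate average, tested at 20 µM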;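 note: 0% = DMSO alone and 100% = apelin-13 at 10 nM; some results filed as inactive read as strong as hits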
Target sequence (P35414 whole entry, looked up): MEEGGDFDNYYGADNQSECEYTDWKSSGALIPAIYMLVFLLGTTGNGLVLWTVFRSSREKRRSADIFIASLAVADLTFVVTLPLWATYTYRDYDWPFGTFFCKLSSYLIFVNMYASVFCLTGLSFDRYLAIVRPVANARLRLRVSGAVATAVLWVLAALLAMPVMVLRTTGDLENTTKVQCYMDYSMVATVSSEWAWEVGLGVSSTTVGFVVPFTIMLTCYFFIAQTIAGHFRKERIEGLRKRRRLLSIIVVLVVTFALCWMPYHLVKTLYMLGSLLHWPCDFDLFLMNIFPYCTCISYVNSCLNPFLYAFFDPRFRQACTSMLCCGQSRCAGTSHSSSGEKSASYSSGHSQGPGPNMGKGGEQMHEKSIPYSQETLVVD
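Assay system: CHO-K1 APJ beta-arrestin complementation cell line / Compound: single test compound dose, 20 µM final, 1% DMSO / Times: overnight seeding, 90 min compound at 25 °C, 1 h detection / Technique: beta-gal luminescence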
tim10-1 inh: tim10-1 yeast growth inhibition. inhibition, % at 20 µM. S. cerevisiae tim10-1 ts strain growth, BacTiter-Glo, 24 h. 2.2% of 330,000 active;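 active = inhibition of at least 40%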;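 note: mutant grown at 25 °C; 0% = DMSO wells with yeast and 100% = wells holding no yeast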
APJ antagonist: antagonists of human APJ apelin receptor. inhibition, % at 20 µM. 0.32% of 330,000 active. CHO-K1 APJ beta-arrestin complementation, luminescence;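 active = inhibition above about 40% at 20 µM, limit read from the data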;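 note: cells challenged with 10 nM apelin-13 agonist together with compound; plate controls were apelin-13 plus DMSO wells for no effect and DMSO wells lacking apelin-13 for full effect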
GRIN3A LBD mod: NR3A (human) ligand-binding domain modulation; NR3A LBD differential scanning fluorimetry, Tm shift; 0% = protein alone, 100% = glycine-bound protein; Tm shift relative to glycine control, % at 25 µM; 2.5% of 340,000 active;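 active = melting temperature shift of at least 10% of the positive control shift, at one fixed dose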
TIM10 inh: TIM10 yeast growth inhibition; S. cerevisiae TIM10 strain growth, BacTiter-Glo luminescence, 24 h; inhibition, % at 10 µM; 1.4% of 330,000 active; AID 463195;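 active = inhibition of 40% or more at the single tested concentration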;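 note: wild-type TIM10 isogenic control strain grown at permissive 25 °C; 0% = DMSO yeast wells and 100% = minimal medium wells without yeast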
MIN6 prolif: inducers of beta-cell replication in MIN6 cells; 0.29% of 330,000 active; MIN6 cells proliferation, ATPlite luminescence, 48 h; cells starved in 0.2% serum; 100% = growth in 10% serum; proliferation, % at 10 µM;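 active = compounds whose signal lies at least 3.5 SD above the mean of all wells on their plate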;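 note: 0% = DMSO-treated cells in low-serum medium and 100% = 10% serum control; some compounds called inactive have numbers as strong as hits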
NALP3 yeast inh: blocks the NALP3 inflammasome reconstituted in yeast; Yeast reconstituted NLRP3/ASC/caspase-1, beta-gal luminescence, 24 h; inhibition, % at 10 µM; 0.39% of 330,000 active; AID 2825;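 active = inhibition of 50% or more; inactive = inhibition below 50%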;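 note: plate controls were induced DMSO wells for no effect and uninduced yeast grown without galactose for full effect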
tim23-1 inh: tim23-1 yeast growth inhibition. 1.3% of 330,000 active. inhibition, % at 20 µM. AID 463212. S. cerevisiae tim23-1 growth, BacTiter-Glo luminescence, 24 h;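 active = growth inhibition of the mutant yeast at or above 50%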;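 note: temperature-sensitive mutant grown at 25 °C; plate controls were DMSO-treated mutant yeast for no effect and medium wells lacking yeast for full effect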
Numbers without * were called inactive. Hits appear at their usual frequency (roughly 7.2% active in at least one column).

#	structure	APJ antagonist	TIM10 inh	APJ agonist	MIN6 prolif	MPTP inh	GRIN3A LBD mod	tim10-1 inh	NALP3 yeast inh	tim23-1 inh
1	COc1ccc(CN2C(=O)c3ccccc3C2C(=O)NCc2cccnc2)c(OC)c1 (stereo unspecified)	-6	2	-3	-2	-1.2	-1	15	0	-3
2	NC(=O)NC(=O)C[n+]1cccc(/C=N/O)c1	1	5	-3	4	0.2	0	0	-4	8
3	Cc1nc2ccccc2c(N)c1C(=O)/C=C/c1ccccc1	7	4	-2	-4	96*	-1	4	75*	32
4	CCCC1O[C@@H]2C[C@H]3[C@@H]4CCC5=CC(=O)C=C[C@]5(C)[C@H]4[C@@H](O)C[C@]3(C)[C@]2(C(=O)CO)O1 (stereo partly specified)	23	4	0	-4	-1.4	4	-11	16	-13
5	COc1ccc(CCNC(=O)C2CCN(S(=O)(=O)N3CCC4(CC3)OCCO4)CC2)cc1OC	6	-1	5	1	1.4	3	13	9	11
6	Cc1ccccc1C(=O)NNC(=S)NC(=O)c1cccs1	25	34	-10	-2	1.6	-1	53*	18	24
7	Cc1cc(O)c2c(c1)C(O)(C1OC(CO)C(O)C(O)C1O)c1cccc(O)c1C2=O (stereo unspecified)	14	6	1	-4	-0.2	0	-16	6	3
8	Cc1ccc2nc3c(nc2c1C)C(O)=C3O	12	12	-6	-2	1.1	-1	5	9	11
9	Cc1ccccc1C(=O)NC(=S)NC1CCSC1=O (stereo unspecified)	10	1	-1	-1	-0.5	0	8	-12	23
10	S=C1NCN(Cc2ccco2)CN1CCc1ccccc1	-4	3	-4	-2	0.1	-2	17	7	10
11	COC(=O)C1=NNC2(c3ccc(Cl)cc3)C(=O)N(c3ccc(Cl)cc3)C(=O)C12 (stereo unspecified)	4	16	-2	1	0.0	0	18	-2	15
12	CC1(c2ccc([N+](=O)[O-])cc2)Nc2ccccc2S1 (stereo unspecified)	-28	36	4	-6	1.2	-4	40	21	50
13	O=C(OCc1ccc(Cl)c(Cl)c1)c1cccnc1Cl	-8	8	-1	0	1.5	1	11	27	-3
14	Cc1occc1-c1nc(-c2ccccn2)no1	-15	4	-2	0	-0.7	1	4	10	10
15	CCOC(=O)c1ccc(COC(=O)c2nonc2N)cc1	11	14	-19	0	-0.8	-14	14	12	18
16	N#Cc1nc(Cc2ccccc2)oc1N1CCN(c2ccccc2)CC1	9	8	-3	-2	1.3	0	34	25	39
17	O=C(CSc1nnc(-c2ccccc2F)o1)NC1CC1	14	7	2	-3	-0.3	1	8	13	9
18	COc1ccc(C(=O)CN2C(=O)NC3(CCCc4ccccc43)C2=O)cc1 (stereo unspecified)	-36	5	7	1	-1.8	-1	7	18	19
19	Cc1nc2cc(NC(=O)N3CCCC3)ccc2n1C	-7	-15	-5	0	3.9	-3	3	3	7
20	COc1ccccc1C(=O)Nc1nnc(CCc2ccccc2)s1	-6	3	-3	-1	-0.1	-2	30	34	43
21	CC(C)NC(C(=O)Nc1cc(Cl)cc(Cl)c1)c1ccccc1 (stereo unspecified)	0	14	-4	-6	3.6	-6	26	-2	19
22	CCc1nnc(NC(=O)CSc2nnc(-c3ccccc3NC(=O)c3ccccc3)o2)s1	1	0	-1	-3	4.3	-1	3	-9	-12
23	CCCCCCN=CC1=C(O)CC(C)(C)CC1=O	0	10	-1	-1	0.7	-1	24	12	1
24	O=C(CN1CCN(S(=O)(=O)c2ccccc2F)CC1)Nc1ccnn1C1CCCC1	10	-6	-4	1	-1.1	-2	16	1	3
25	CNCCCC1Sc2ccccc2Oc2ccccc21 (stereo unspecified)	7	2	-2	-2	79*	-1	11	7	-15

Four entries from above, set out differently.
17	O=C(CSc1nnc(-c2ccccc2F)o1)NC1CC1
  APJ antagonist: 14
  TIM10 inh: 7
  APJ agonist: 2
  MIN6 prolif: -3
  MPTP inh: -0.3
  GRIN3A LBD mod: 1
  tim10-1 inh: 8
  NALP3 yeast inh: 13
  tim23-1 inh: 9

18	COc1ccc(C(=O)CN2C(=O)NC3(CCCc4ccccc43)C2=O)cc1 (stereo unspecified)
  APJ antagonist: -36
  TIM10 inh: 5
  APJ agonist: 7
  MIN6 prolif: 1
  MPTP inh: -1.8
  GRIN3A LBD mod: -1
  tim10-1 inh: 7
  NALP3 yeast inh: 18
  tim23-1 inh: 19

19	Cc1nc2cc(NC(=O)N3CCCC3)ccc2n1C
  APJ antagonist: -7
  TIM10 inh: -15
  APJ agonist: -5
  MIN6 prolif: 0
  MPTP inh: 3.9
  GRIN3A LBD mod: -3
  tim10-1 inh: 3
  NALP3 yeast inh: 3
  tim23-1 inh: 7

20	COc1ccccc1C(=O)Nc1nnc(CCc2ccccc2)s1
  APJ antagonist: -6
  TIM10 inh: 3
  APJ agonist: -3
  MIN6 prolif: -1
  MPTP inh: -0.1
  GRIN3A LBD mod: -2
  tim10-1 inh: 30
  NALP3 yeast inh: 34
  tim23-1 inh: 43

Next section.
#	structure	APJ antagonist	TIM10 inh	APJ agonist	MIN6 prolif	MPTP inh	GRIN3A LBD mod	tim10-1 inh	NALP3 yeast inh	tim23-1 inh
26	O=C(CCC(=O)NNc1nc2ccccc2c2nc(-c3ccccc3)nn12)NCCCN1CCOCC1	-1	-5	-1	-4	-0.1	-3	0	5	9
27	CCOc1ccc(-c2nc(C)c(C(C)=O)n2O)cc1	2	8	-4	-4	-0.4	2	14	-1	7
28	O=C(Nc1ccc(Cl)cc1)N1CCN(C(=O)C2CCCO2)CC1 (stereo unspecified)	16	2	-3	2	1.8	0	-22	9	-3
29	COc1ccc([N+](=O)[O-])cc1N(CC(=O)NCc1ccco1)S(C)(=O)=O	-1	15	-2	-2	-1.2	1	8	3	0
30	O=C(N/N=C/c1ccc(Cl)cc1Cl)c1cccc(N2CCCC2=O)c1	-4	-17	-3	-5	0.3	-1	1	22	-4
31	C=CCNC(=S)N1CCC(C(=O)c2ccc3c(c2)OCCO3)CC1	17	8	-4	-3	1.7	-1	15	-36	15
32	Nc1nc(Nc2ccccc2)nc(C(F)(F)F)n1	2	20	-2	-2	1.6	-16	31	24	33
33	CC(C)(C)c1ccc(C(=O)OCC(=O)NCc2ccco2)cc1	-3	-3	-2	-2	-0.7	2	15	22	30
34	Cc1cccc(C)c1NC(=O)CNC(=O)c1ccc2c(c1)OCCO2	4	-5	-1	0	-1.4	1	-2	2	-9
35	COc1ccc(C2=NN(CN3C(=O)C(=O)c4ccccc43)C(c3ccc(C)cc3)C2)cc1 (stereo unspecified)	6	21	-3	-3	0.1	-1	27	16	37
36	COc1ccc(CN(C)Cc2c(O)ccc3ccccc23)cc1	12	17	-1	-2	0.2	1	15	12	6
37	O=C(CNC(=O)c1ccccc1)OCc1cccc([N+](=O)[O-])c1	9	-9	-3	-2	0.2	-2	-4	-25	-4
38	C[C@H]1CCC[C@@]2(O[C@@H](CCO)C[C@H](O)[C@H]2O)O1	24	-3	2	0	-0.1	0	5	-3	13
39	O=C(CCc1ccccc1)OCCN1CCOCC1	-1	0	-1	-1	0.3	3	7	17	12
40	CC(C)(C)NC(=O)NC(=O)CN1CCN(S(=O)(=O)c2ccccc2)CC1	-5	-7	-2	-2	0.4	-1	-4	-9	0
41	O=C(Nc1ccc(N2CCN(C(=O)c3cccs3)CC2)cc1)c1ccc(Br)o1	12	32	-3	-3	-1.1	-4	29	26	55*
42	O=C1CCC/C(=N/NC(=O)c2ccc(NS(=O)(=O)c3cccs3)cc2)C1	9	9	-2	1	1.1	-2	3	3	11
43	Cc1ccc(S(=O)(=O)CC(=O)Nc2ccc(Cl)cn2)cc1	-21	-28	-3	0	1.5	-1	12	-4	-4
44	CCOc1ccc(C(=O)/C=C/c2cn(CN3CCN(C)CC3)c3ccccc23)cc1	-11	39	0	-7	1.7	32*	40*	37	68*
45	C[C@@H](NC(=O)c1nc[nH]c1C(=O)NCC(=O)OCc1ccccc1)c1ccccc1	-12	-3	4	1	-0.5	-4	20	11	14
46	O=C(O)CCC(=O)Nc1sc2c(c1C(=O)Nc1ccccc1)CCCCC2	-6	36	-4	-5	-1.2	0	32	12	31
47	O=C(COC(=O)CC1CCCC1)Nc1ccc(Cl)cn1	-1	33	-5	-3	-0.3	-1	15	19	60*
48	Cc1ccc(CCNc2ccccc2C)cn1	11	5	-4	-2	-0.9	2	1	34	6
49	COC(=O)c1ccc(NC(=O)CSC2=Nc3ccccc3C3CC=NN23)cc1 (stereo unspecified)	-4	2	-2	-2	10	5	17	13	1
50	Cc1ccc(NC(=O)CN(C)C(=O)COC(=O)C2=COCCO2)cc1	17	-2	-1	-3	-3.0	1	-12	21	0
51	CCOC(=O)CSc1nc(N)cc(=O)[nH]1	1	3	-2	-1	0.1	5	10	29	-9
52	CCOC(=O)c1[nH]c(C(=O)O)c(OC(=O)CC)c1C	13	7	-3	-2	-0.5	-1	-11	-4	21
53	C[C@H]1O[C@@H](n2cc(F)c(=O)[nH]c2=O)[C@H](O)[C@@H]1O	-1	-3	-3	0	-1.5	0	4	7	7

Arranged by count of non-hydrogen atoms (smallest number first): some entries from above.
#	structure	APJ antagonist	TIM10 inh	APJ agonist	MIN6 prolif	MPTP inh	GRIN3A LBD mod	tim10-1 inh	NALP3 yeast inh	tim23-1 inh
51	CCOC(=O)CSc1nc(N)cc(=O)[nH]1	1	3	-2	-1	0.1	5	10	29	-9
52	CCOC(=O)c1[nH]c(C(=O)O)c(OC(=O)CC)c1C	13	7	-3	-2	-0.5	-1	-11	-4	21
31	C=CCNC(=S)N1CCC(C(=O)c2ccc3c(c2)OCCO3)CC1	17	8	-4	-3	1.7	-1	15	-36	15
